BoNT F protease – blocks Botulinum neurotoxin F light chain protease | actives 0.22% (n = 360,000) | Multiplex microsphere protease cleavage assay, flow cytometry | AID 588497 | inhibition, % at 10 µM; in the data active = inhibition above about 35%, passing the limit was not always enough; inconclusive = no clear call, values can overlap the other calls; also: plate controls were buffer without enzyme for full effect and enzyme alone for no effect
FBA Mtb inh – inhibits M. tuberculosis FBA enzyme; actives 2.3% (n = 360,000); P9WQA3; inhibition, % at 1 µM; purified M. tuberculosis FBA, fluorescence read-out; in the data active = inhibition above about 27%;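 also: 0% = vehicle and 100% = reference inhibitor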
Target sequence (P9WQA3 whole entry, looked up): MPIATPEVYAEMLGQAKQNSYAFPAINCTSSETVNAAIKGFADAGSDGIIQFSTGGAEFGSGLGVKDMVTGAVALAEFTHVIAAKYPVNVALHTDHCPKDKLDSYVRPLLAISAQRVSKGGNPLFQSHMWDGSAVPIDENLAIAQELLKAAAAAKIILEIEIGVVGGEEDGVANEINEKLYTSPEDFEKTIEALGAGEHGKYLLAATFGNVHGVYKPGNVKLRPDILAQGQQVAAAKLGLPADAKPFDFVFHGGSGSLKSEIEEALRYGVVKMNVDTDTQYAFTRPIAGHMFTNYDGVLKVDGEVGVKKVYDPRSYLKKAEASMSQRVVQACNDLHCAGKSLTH
Anthrax LF inh2 – blocks Bacillus anthracis lethal factor protease; P15917; multiplex microsphere protease cleavage assay, LF; inhibition, % at 10 µM; actives 0.12% (n = 360,000); AID 588501; also: plate controls were buffer without enzyme for full effect and enzyme alone for no effect
Mtb BioA inh – blocks M. tuberculosis BioA enzyme activity; inhibition, % at 9.99 µM; purified M. tuberculosis BioA enzyme, plate reader; actives 0.096% (n = 360,000); in the data active = inhibition above about 40%; inconclusive = no clear call, values can overlap the other calls
Mtb UGM inh – blocks M. tuberculosis UGM enzyme | AID 504406 | inhibition, % at 10 µM | P9WIQ1 | actives 0.06% (n = 320,000) | purified UGM, fluorescence polarization probe displacement; in the data active = inhibition above about 10%, passing the limit was not always enough; inconclusive = no clear call, values can overlap the other calls
Target sequence (P9WIQ1 whole entry, looked up): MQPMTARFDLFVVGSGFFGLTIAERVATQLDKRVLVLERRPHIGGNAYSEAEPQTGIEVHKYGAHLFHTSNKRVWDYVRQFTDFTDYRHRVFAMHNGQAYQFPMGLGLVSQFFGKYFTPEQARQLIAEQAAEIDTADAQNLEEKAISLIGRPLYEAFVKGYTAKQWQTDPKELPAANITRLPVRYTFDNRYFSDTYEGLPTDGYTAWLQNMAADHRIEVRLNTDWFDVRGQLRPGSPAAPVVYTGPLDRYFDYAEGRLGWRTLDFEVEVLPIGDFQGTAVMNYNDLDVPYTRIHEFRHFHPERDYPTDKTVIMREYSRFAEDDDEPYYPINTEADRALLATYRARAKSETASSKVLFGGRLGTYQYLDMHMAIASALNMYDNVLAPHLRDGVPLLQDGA
GDH-TPI inh – GDH-TPI coupled enzyme inhibition counter-screen | actives 1.2% (n = 360,000) | inhibition, % at 4.8 µM | GDH-TPI coupled enzyme counterscreen, NADH absorbance; in the data active = inhibition above about 30%;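 also: 0% = DMSO wells and 100% = wells lacking the enzyme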
PfHsp40 rescue – rescue of PfHsp40-mediated yeast toxicity; growth rescue, % at 12.5 µM; S. cerevisiae expressing PfHsp40, growth rescue, ATP luminescence; actives 0.68% (n = 340,000); in the data active = growth rescue above about 28%, passing the limit was not always enough; inconclusive = no clear call, values can overlap the other calls;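 also: yeast W303a lacking pdr1 and pdr3 grown in galactose medium; growth measured after three days at 30 °C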
FadD28 FP inh – M. tuberculosis FadD28 bisubstrate binding inhibition; FadD28 bisubstrate probe binding, fluorescence polarization; inhibition, % at 12.5 µM; actives 0.22% (n = 360,000); in the data active = inhibition above about 8.5%, passing the limit was not always enough; inconclusive = no clear call, values can overlap the other calls
BoNT-A LC inh2 – inhibitors of Botulinum neurotoxin A light chain protease; inhibition, % at 10 µM; actives 0.17% (n = 360,000); AID 588499; multiplex microsphere protease substrate cleavage, flow cytometry; also: plate controls were buffer without enzyme for full effect and enzyme alone for no effect
An asterisk follows results filed as active; ? = inconclusive; . = no result given. Rule as the data show it, unless noted: active = inhibition above about 30%; inconclusive = no clear call, values can overlap the other calls; inactive = below that.

SMILES	BoNT F protease	FBA Mtb inh	Anthrax LF inh2	Mtb BioA inh	Mtb UGM inh	GDH-TPI inh	PfHsp40 rescue	FadD28 FP inh	BoNT-A LC inh2
Cc1ccccc1NC(=O)NCc1ccc2c(c1)OCO2	-1	1	2	.	-1.8	-1	-0.7	0.3	0.5
O=C(CCN1C(=O)/C(=C\c2ccccc2Cl)SC1=S)N1CCN(c2ccccc2)CC1	-12	0	-2	-2.5	-1.4	1	0.3	-1.1	0.9
COc1cc(C(=O)N/N=C/c2ccc(OC(=O)c3cccc(C)c3)cc2)ccc1O	-6	1	1	-0.8	1.7	15	-0.3	-2.4	-2.0
O=C(c1cc(-c2cccc(O)c2)on1)N1CCCCC1	-2	3	-4	-0.8	-1.1	4	-0.9	0.6	0.0
COc1ccc(C(=O)NCC(=O)OCc2ccc(F)cc2)cc1	-7	-2	0	.	-2.6	-3	0.1	0.1	-0.9
N#C/C(=C\c1ccc[nH]1)C(=O)NC1CC1	4	-4	0	-0.8	-5.3	32*	-1.1	-3.1	0.2
c1ccc2nc3c(cc2c1)CCCCCC3	-18	0	-5	-2.7	-1.8	4	0.8	0.6	-0.7
COc1ccccc1C(OC(=O)c1cccs1)C(=O)NCc1ccco1 (configuration not stated)	5	-1	-2	-0.4	1.0	-2	-0.4	-1.3	0.5
O=P(CCNCc1ccco1)(c1ccccc1)c1ccccc1	0	-1	2	-1.4	-0.3	-3	-0.2	-4.9	0.8
O=C(Nc1ccncc1)c1cc(C2CCCCN2C(=O)CCCc2ccccc2)on1 (configuration not stated)	3	1	-4	0.4	.	5	.	-1.8	0.0
COC(=O)CCC[C@H]1CC2(C[C@H](CCCO[Si](C)(C)C(C)(C)C)N1C(=O)OC(C)(C)C)OCCO2	-3	3	-9	0.9	-0.7	10	4.0	0.8	-0.5
Cc1cccc(NC(=O)CNC(=O)c2ccco2)n1	-4	2	-5	-0.2	0.7	-7	0.7	0.8	2.8
COCCNC(=S)N(CCCN(C)C)Cc1cc2cc3c(cc2[nH]c1=O)OCCO3	?	14	12	-1.1	0.2	12	-0.7	-2.4	-0.9
C[C@H](O)[C@@H]1CN2CCc3c([nH]c4ccc(-c5ccc6c(c5)OCO6)cc34)[C@@H]2C[C@@H]1N(C)C(=O)NC1CCCCC1	-10	0	1	.	.	8	.	-1.7	0.0
O=C(COc1ccccc1Cl)N1CCc2ccccc2C1	?	-4	6	3.5	1.5	-3	1.2	-3.3	-3.7
COc1ccc(C(C(=O)NC2CCCCC2)N(C(=O)CCl)c2ccccc2Cl)cc1 (configuration not stated)	-15	0	-2	.	-1.8	10	-2.0	-1.7	-0.6
Cc1c(C(=O)OC(C)C(C)C[N+](C)(C)C)oc2ccccc12 (configuration not stated)	-7	5	-5	0.4	1.4	0	0.0	-1.9	-0.2
O=C(COC(=O)c1ccccc1Nc1cccc(C(F)(F)F)c1)NCc1ccco1	23	5	-2	-0.9	3.0	23	1.9	-5.5	1.5
COc1ccc(Cl)cc1C(=O)N(Cc1nc(-c2cccc(C)c2)no1)C(C)C	5	3	-4	-0.2	2.7	8	0.3	-2.2	-0.2
CCOc1ccc(NC(=O)CN(C)C(=O)C2CCCC2)cc1OCC	2	-3	4	.	1.8	-6	1.0	-2.4	-0.6
CCOC(=O)N1CCN(C(=O)CCN2C(=O)c3ccccc3S2(=O)=O)CC1	.	2	.	-0.7	-1.7	2	8.7	-0.3	.
Cc1cc(C)c(S(C)(=O)=O)c(Oc2cccc(C(F)(F)F)c2)n1	-3	3	-6	.	0.0	2	0.4	-2.7	-0.5
COC(=O)c1cc(CSc2nnc(-c3ccccc3)c(-c3ccccc3)n2)oc1C	3	0	-7	-2.0	-0.7	4	0.3	-2.1	-0.1
O=C(/C=C/c1ccncc1)c1ccc(NC(=O)c2ccccc2F)cc1	-3	-3	-1	.	-2.4	21	0.0	0.4	-0.1
CC1CN(c2ccccc2)CCN1Cc1nc(Cc2ccccc2)no1 (configuration not stated)	-6	0	2	2.6	-0.7	0	1.9	-3.0	0.1
(cont.)
SMILES	BoNT F protease	FBA Mtb inh	Anthrax LF inh2	Mtb BioA inh	Mtb UGM inh	GDH-TPI inh	PfHsp40 rescue	FadD28 FP inh	BoNT-A LC inh2
C=CCSc1nc(-c2ccccc2)c2cc(Cl)ccc2n1	2	4	4	.	0.4	5	0.6	-1.0	7.4
COCCNC(=O)c1ccc(N2CC3CC(C2)c2cccc(=O)n2C3)c(NC(=O)c2ccc(Br)o2)c1 (configuration not stated)	-3	0	-1	0.2	0.9	5	2.0	-1.7	-1.8
CCN1CCN(Cc2c(C(=O)N/N=C(\C)c3ccc(Cl)cc3)nnn2-c2nonc2N)CC1	3	-7	0	-0.4	0.4	6	-1.2	-4.3	1.0
Cc1oc2c(O)c(O)ccc2c(=O)c1-c1cnn(-c2ccccc2)c1	2	-1	-3	2.9	2.3	11	16	2.1	0.3
N#Cc1c(NC(=O)CSc2nc(-c3ccco3)cc(C(F)(F)F)n2)sc2c1CCCC2	-6	1	-2	-0.1	2.0	3	-0.3	-2.1	-0.6
Cc1ccc(/C=C2\SC(=S)N(/N=C/c3cc([N+](=O)[O-])ccc3O)C2=O)o1	-3	-22	5	.	4.2	24	-0.9	26*	7.8
CCCn1c(Nc2ccc(Cl)cc2)nc2ccccc21	-10	2	-1	-0.2	-0.8	5	-0.3	-1.0	3.3
CNc1ccccc1C(C)(C)c1ccn[nH]1	-6	-1	-2	-2.1	-1.7	9	-1.7	-0.4	-0.3
COC(=O)c1cn(CC(=O)Nc2ccccc2C)c2ccccc12	1	1	0	-0.1	0.7	-5	-2.3	-2.4	-3.1
c1cncc(-c2nc(NCCCN3CCOCC3)c3c4c(sc3n2)CCC4)c1	-8	21	1	.	0.4	12	-1.9	-2.3	-0.1
Cc1nc(N2CCN(Cc3ccc4c(c3)OCO4)CC2)c2oc3ccccc3c2n1	0	-1	-3	1.9	.	5	0.3	-7.4	-0.4
Cc1nc(N)nc(Nc2ccc(C#N)cc2)c1Br	6	-2	1	.	0.3	8	-2.4	-5.0	-0.4
COc1ccc(N2CCN(C(=O)C3CCN(C(=O)c4ccccc4Cl)CC3)CC2)cc1	-2	0	0	0.3	-0.9	-4	-0.2	-0.9	-1.9
CC1CN(CCOCCOc2ccccc2-c2ccccc2)CC(C)O1 (configuration not stated)	?	-1	4	5.1	3.3	9	-0.5	-1.2	1.4
CC(C)CNC(=O)CN(c1ccccc1)S(=O)(=O)c1ccccc1[N+](=O)[O-]	-22	6	-8	0.8	-2.6	-2	-1.3	-3.3	-1.4
COc1cc(/C=N/NC(=O)Cc2csc(C)n2)ccc1OCC(C)C	0	0	-7	.	2.1	7	1.6	-1.0	0.0
CCC(=NCCC(c1ccccc1)c1ccccc1)c1c(O)n(C)c(=O)n(C)c1=O	-5	-3	-2	-0.1	0.1	5	1.2	-2.9	-0.6
CCOc1ccccc1NC(=O)C(OC(=O)C1CC1)c1ccccc1 (configuration not stated)	0	-5	-6	0.6	2.7	7	0.0	-2.3	0.5
CN1CCN(C/C(=C2/N=C(c3ccccc3)OC2=O)N(C)C)CC1	-2	2	-2	-1.9	-2.3	25	-1.3	-4.7	0.0
C[N+](C)(C)CC#CCOC(=O)Nc1cccc(Cl)c1	-3	0	3	-0.4	-4.0	1	-0.9	-0.5	-0.2
COc1cc(CN2CCC(n3nccc3NC(=O)c3ccccc3OC)CC2)ccc1F	-3	7	4	8.1	2.1	-5	-0.2	1.3	-2.2
Cc1c(Cl)c(-c2n[nH]c(=S)n2Cc2ccco2)nn1C	-7	2	1	1.1	1.3	8	-0.6	0.0	0.6
OCC1OC(n2cnc3c(NC4CCCCC4)ncnc32)C(O)C1O (configuration not stated)	-11	4	-7	1.4	2.0	12	-0.7	-2.0	-1.0
CN(C)CCCN(C(=O)c1ccc(S(=O)(=O)N2CCCCCC2)cc1)c1nc2c(F)cc(F)cc2s1	14	7	-3	-1.3	-3.1	2	-0.6	-2.0	-0.2
COc1cccc(NC(=O)COC(=O)CNC(=O)C2CCCCC2)c1	-2	0	-3	-0.2	-0.7	-4	1.6	-1.8	1.1

Rewritten with bars between the fields: entries from further up.
molecule | BoNT F protease | FBA Mtb inh | Anthrax LF inh2 | Mtb BioA inh | Mtb UGM inh | GDH-TPI inh | PfHsp40 rescue | FadD28 FP inh | BoNT-A LC inh2
CN1CCN(C/C(=C2/N=C(c3ccccc3)OC2=O)N(C)C)CC1 | -2 | 2 | -2 | -1.9 | -2.3 | 25 | -1.3 | -4.7 | 0.0
C[N+](C)(C)CC#CCOC(=O)Nc1cccc(Cl)c1 | -3 | 0 | 3 | -0.4 | -4.0 | 1 | -0.9 | -0.5 | -0.2
COc1cc(CN2CCC(n3nccc3NC(=O)c3ccccc3OC)CC2)ccc1F | -3 | 7 | 4 | 8.1 | 2.1 | -5 | -0.2 | 1.3 | -2.2
Cc1c(Cl)c(-c2n[nH]c(=S)n2Cc2ccco2)nn1C | -7 | 2 | 1 | 1.1 | 1.3 | 8 | -0.6 | 0.0 | 0.6
OCC1OC(n2cnc3c(NC4CCCCC4)ncnc32)C(O)C1O (configuration not stated) | -11 | 4 | -7 | 1.4 | 2.0 | 12 | -0.7 | -2.0 | -1.0

Next part
SMILES	BoNT F protease	FBA Mtb inh	Anthrax LF inh2	Mtb BioA inh	Mtb UGM inh	GDH-TPI inh	PfHsp40 rescue	FadD28 FP inh	BoNT-A LC inh2
O=C(NC(=S)NNC(=O)c1cnccn1)c1ccc(F)cc1	2	0	-2	.	-3.1	6	0.2	-2.3	-0.2
O=C(CSc1n[nH]c(-c2cccnc2)n1)Nc1ccccc1	-1	0	1	8.9	-3.1	-4	-0.4	-4.2	-0.1
O=C(CN1CCN(c2ccccc2F)CC1)Nc1cccnc1Cl	0	7	-3	.	-0.8	2	0.2	1.5	0.2
COc1ccc2c(c1)C1OCCNC1CC2 (configuration not stated)	-2	0	-4	.	.	.	.	-0.8	-1.3
CN(c1ccc(C(=O)Nc2ccc(CC#N)cc2)cc1)S(C)(=O)=O	2	1	1	.	0.0	4	-1.2	-4.6	-0.6
CCc1nn(CC(=O)NCc2ccccc2Cl)c(=O)c2cccn12	-3	-3	2	-1.4	0.7	0	1.7	-0.8	-0.3

Complete entries as entered above. Screens in order: BoNT F protease, FBA Mtb inh, Anthrax LF inh2, Mtb BioA inh, Mtb UGM inh, GDH-TPI inh, PfHsp40 rescue, FadD28 FP inh, BoNT-A LC inh2
`O=C(CN1CCN(c2ccccc2F)CC1)Nc1cccnc1Cl` reads 0, 7, -3, ., -0.8, 2, 0.2, 1.5, 0.2
`O=C(NC(=S)NNC(=O)c1cnccn1)c1ccc(F)cc1` reads 2, 0, -2, ., -3.1, 6, 0.2, -2.3, -0.2
`COc1ccc2c(c1)C1OCCNC1CC2` (configuration not stated) reads -2, 0, -4, ., ., ., ., -0.8, -1.3
`CCc1nn(CC(=O)NCc2ccccc2Cl)c(=O)c2cccn12` reads -3, -3, 2, -1.4, 0.7, 0, 1.7, -0.8, -0.3
`O=C(CSc1n[nH]c(-c2cccnc2)n1)Nc1ccccc1` reads -1, 0, 1, 8.9, -3.1, -4, -0.4, -4.2, -0.1

Source: PubChem (several laboratories)
